Screens from PubChem.
HIV fusion peptide – cell-free HIV fusion peptide-binding blockers – biochemical, uHTS, fluorescence dequenching, primary screen (AID 1986). cell-free peptide binding, fluorescence dequenching, 30 min; higher % means a stronger effect. inhibition, % at 20 µM, or IC50 in µM where a hit was titrated. 0.3% of 290,000 active; in the data active = inhibition mostly above about 52%, no sharp cut-off; inactive = mostly below about 76%; note: some results filed as inactive read as strong as hits
NS5 inhibitors – flavivirus cap methylation enzyme inhibition – biochemical, confirmation dose response, primary screen (AID 588689). Dengue-2 NS5 methyltransferase capping enzyme assay, biochemical; higher % means a stronger effect. inhibition, % at 25 µM, or IC50 in µM where a hit was titrated. 0.3% of 340,000 active; in the data active = a potency from the dose series; inconclusive = inhibition above about 29% without an active follow-up result
GPR35 arrestin U2OS – GPR35 antagonists blocking zaprinast-driven arrestin recruitment, primary screen, imaging, U2OS, beta-arrestin-GFP, zaprinast agonist (AID 2058) | inhibition, % at 10 µM, or IC50 in µM where a hit was titrated | 0.052% of 290,000 active | U2OS GPR35 beta-arrestin-GFP translocation imaging, zaprinast antagonism; higher % means a stronger effect;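 active = inhibition of at least 50% with at least 30 cells and total cytoplasm GFP at most 10,000,000; inconclusive = under 30 cells or total GFP of 10,000,000 plus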
GPR55 LPI antagonism – GPR55 antagonists blocking LPI-driven arrestin recruitment, primary screen, imaging, U2OS, beta-arrestin-GFP, LPI agonist (AID 2013); 0.13% of 290,000 active; one-dose inhibition, % at 10 µM; IC50 in µM for titrated hits; U2OS GPR55 beta-arrestin-GFP translocation imaging, LPI antagonism; higher % means a stronger effect;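 active = spots per cell inhibited over 60%, with over 100 cells counted and total cytoplasm intensity under 500,000; inconclusive = wells with under 100 cells, flagged as likely toxic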;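 note: U2OS cells stably carrying GPR55 and arrestin-GFP stimulated by 5 µM LPI near EC80; imaged beta-arrestin-GFP aggregate spots per cell after agonist stimulation; plate controls were LPI-stimulated DMSO wells for no effect and DMSO wells without LPI for full effect; some results filed as inactive read as strong as hits; confirmed hits need IC50 under 10 µM and bright autofluorescent wells are also inconclusive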
Large T inhibition – TAg ATPase/helicase activity blockers – biochemical (AID 1903) | inhibition, % at 20 µM; hits with a dose series show IC50 in µM | 0.39% of 310,000 active | SV40 large T antigen ATPase/helicase inhibition assay; higher % means a stronger effect; in the data active = a potency from the dose series; inconclusive = inhibition mostly from about 32% at the one dose, without a potency; inactive = the rest, 99 in 100 with inhibition below about 32%; note: strong numbers were not always called active
K1F lysis inhibition – protection from phage-mediated lysis, alamar blue read-out – E. coli UTI89, K1F phage, bacterial capsule biogenesis inhibitors (AID 488966). E. coli UTI89 K1F phage lysis, alamar blue, 2 h; higher % means a stronger effect. inhibition, % at 100 µM; hits with a dose series show IC50 in µM. 0.02% of 340,000 active;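 active = phage lysis inhibition, versus mean bacterial control, above a set limit; inconclusive = no clear call, values can overlap the other calls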;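 note: capsule biogenesis inhibitors block K1F phage lysis so surviving cells raise fluorescence; higher fluorescence means more inhibition of phage lysis; actives were called in the ten point dose series up to 300 µM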
MgcRacGAP inhibition – MgcRacGAP GTPase-activating activity inhibitors, confirmation, biochemical, ADP Hunter fluorescence; MgcRacGAP-stimulated Rac1 GTP hydrolysis, ADP Hunter fluorescence; higher % means a stronger effect; GST-tagged Rac1 F28L mutant substrate; inhibition, % at 30 µM; hits with a dose series show IC50 in µM; 0.6% of 340,000 active; AID 624330;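 active = first-screen hits whose inhibition reached a set limit at any dose in the follow-up dose series; inconclusive = inhibition above the set first-screen limit but never retested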;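 note: fluorescence reports GDP produced by GAP-driven GTP hydrolysis; strong numbers were not always called active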
RSV antiviral HEp-2 – RSV antiviral activity via CPE protection, HEp-2 cells, primary 10 µM value included (AID 2391). HEp-2 cells, RSV-induced CPE inhibition; higher % means a stronger effect. 0.13% of 310,000 active. one-dose CPE inhibition, % at 10 µM; IC50 in µM for titrated hits; in the data active = a potency from the dose series; inconclusive = CPE inhibition mostly from about 23% at the one dose, without a potency; inactive = the rest, 99 in 100 with CPE inhibition below about 21%; note: strong numbers were not always called active
Salmonella PhoP GFP – PhoP-dependent GFP reporter repression – Salmonella Typhimurium, primary screen (AID 1863); 0.16% of 300,000 active; one-dose inhibition, % at 50 µM; IC50 in µM for titrated hits; S. Typhimurium PhoP-regulated promoter GFP reporter, 4 h; higher % means a stronger effect;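 active = inhibition over 29.93%, a cutoff 3 SD above the screen mean, later confirmed by dose response; inconclusive = inhibition over 29.93% but no dose response follow-up; inactive = inhibition at most 29.93% or unconfirmed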;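 note: 0% = low Mg2+ inducing control and 100% = high Mg2+ repressing control; strong numbers were not always called active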
NS5 inhibitors pilot replicate – second read-out of NS5 inhibitors, no call of its own (marks repeat the call); inhibition, %; measured here: pilot screen replicate inhibition
An asterisk follows results filed as active; ? = inconclusive; . = not tested or not shown; [ ] = dose if it differs, or a comment. Compounds were not picked by outcome. About 1.5% of those tested had a hit in this group.

SMILES	HIV fusion peptide	NS5 inhibitors	GPR35 arrestin U2OS	GPR55 LPI antagonism	Large T inhibition	K1F lysis inhibition	MgcRacGAP inhibition	RSV antiviral HEp-2	Salmonella PhoP GFP	others
N#C/C(C(=O)N1CCCC1)=C1/N=C(N)c2ccccc21	1.4%	0%	-6%	2%	-6%	-0.1%	2%	0.7%	2%
Cc1ccc(N(CC(=O)NC2CCCCC2)C(=O)Cn2nnc(-c3ccc(C)o3)n2)cc1	2.4%	-2%	-6%	5%	2%	0.8%	4%	1.2%	6%
CC(=O)C1=C(O)C(=O)N(Cc2ccccc2)C1c1ccc(F)cc1 (centres undefined)	-0.2%	6%	-3%	9%	28%	0.0%	-1%	4.4%	-2%
CCOc1cc(C2C(C#N)=C(N)Oc3n[nH]c(-c4ccccc4)c32)ccc1O (centres undefined)	-3.0%	-10%	-20%	13%	32%	-0.2%	10%	-0.8%	-3%
O=C(O)c1cccnc1SCc1cn2cc(Br)ccc2n1	-1.2%	-2%	1%	3%	19%	-0.3%	0%	-1.3%	-6%
CC1CCCCN1C(=O)CN(C)S(=O)(=O)c1cccc2nsnc12 (centres undefined)	0.1%	-1%	9%	15%	14%	-0.1%	14%	0.7%	5%
Cc1ccc(NC(=O)CCN2CCC(C)CC2)cc1	0.3%	-5%	-5%	13%	6%	0.0%	5%	-0.2%	-2%
O=C(Nc1cccnc1)c1cccc(S(=O)(=O)N2CCCC2)c1	0.2%	-7%	-3%	5%	0%	-2.6%	8%	1.9%	6%
Cc1ccc(S(=O)(=O)NC(CC(=O)N2CCOCC2)c2ccco2)cc1 (centres undefined)	-3.1%	-3%	28%	0%	9%	-2.0%[50 µM]	5%	-0.5%	5%
Cc1ccc(/C=C(/NC(=O)c2ccccc2)C(=O)NC(Cc2c[nH]c3ccccc23)C(=O)O)cc1 (centres undefined)	6.8%	1%	2%	6%	9%	0.1%	6%	0.2%	1%
CCOC(=O)c1c(NC(=O)C2(C)Cc3ccccc3C(=O)O2)sc2c1CCCC2 (centres undefined)	-0.3%	4%	5%	-24%	10%	5.1%	10%	?	-6%
O=C(Nc1cccc(NC(=O)c2cc([N+](=O)[O-])ccc2Cl)n1)c1cc([N+](=O)[O-])ccc1Cl	.	-5%	.	.	10%	0.1%	9%	-1.5%	.
CCCCNC(=O)N(O)C1N(/N=C/c2cccnc2)C(=S)SC1(C)C (centres undefined)	-1.3%	0%	-1%	4%	2%	-1.4%	-3%	0.7%	3%
CCN1CCN(C(=O)Cn2ncc3c([nH]c4ccc(C)cc43)c2=O)CC1	-0.8%	6%	27%	-8%	9%	0.0%	11%	1.3%	0%
COc1cccc(NC(=O)c2oc3ccc(S(=O)(=O)N4CCOCC4)cc3c2C)c1	-1.1%	1%	-3%	9%	6%	0.4%	4%	-2.0%	-6%
Cc1onc(-c2ccccc2)c1C(=O)NC(=S)Nc1sc2c(c1C#N)CCCC2	0.6%	12%	-11%	2%	8%	-0.2%	9%	6.7%	-6%
Cc1cccc2cc(CN(C(=O)c3cccs3)c3ccccc3)c(=O)[nH]c12	5.5%	-1%	-4%	2%	2%	0.7%	4%	1.7%	5%
COC(=O)c1ccc(NC(=S)NN2CCOCC2)cc1	-1.3%	-9%	7%	5%	10%	-0.1%	7%	0.8%	-7%
C=CCn1c(SCC(=O)NC2CCCC2)nnc1-c1ccncc1	-1.5%	-4%	-2%	-5%	4%	0.1%	6%	0.4%	1%
Cc1cn(Cc2ccccc2Cn2cc(C)c(=O)[nH]c2=O)c(=O)[nH]c1=O	0.1%	5%	-12%	11%	10%	0.1%	-7%	-0.5%	-1%
O=C1NCCN(Cc2ccc(Cl)c(F)c2)C1CC(=O)N1CCc2ccccc2C1 (centres undefined)	8.7%	5%	14%	7%	25%	2.0%	6%	0.8%	-9%
COC(=O)c1ccc(CNS(=O)(=O)c2ccc3ccccc3c2)cc1	1.9%	-8%	-10%	5%	7%	0.2%	7%	0.6%	-7%
COc1ccc(N2C(=O)c3cccc4cccc(c34)C2=O)cc1	3.3%	1%	7%	10%	22%	-0.3%	11%	0.6%	2%
CCc1ccc(NS(=O)(=O)c2ccc3c(c2)oc(=O)n3C)cc1	-1.0%	-1%	6%	-9%	3%	0.2%	5%	0.3%	-1%
O=C(NCCC1=CCCCC1)C1CCC(=O)N(Cc2cccc(C(F)(F)F)c2)C1 (centres undefined)	1.3%	-6%	0%	13%	27%	-0.2%	6%	1.7%	-6%
COC(=O)c1sc(NC(=S)NC(=O)c2cc(OC)c(OC)c(OC)c2)nc1C	1.0%	.	-12%	11%	5%	1.6%	9%	0.7%	5%
CCOC(=O)CSc1nnc(CNC(=O)c2ccco2)n1-c1ccc(F)cc1	0.6%	-3%	0%	-3%	5%	6.3%	0%	-0.9%	-7%
O=C1CN(C(=O)C2CCC(=O)N(CCc3ccc(Cl)cc3)C2)CCN1 (centres undefined)	-0.3%	-6%	-1%	16%	12%	0.9%[50 µM]	9%	2.4%	-4%
CCOC(=O)c1c(NC(=O)C(Sc2ccccc2)c2ccccc2)sc(C(N)=O)c1C (centres undefined)	-1.7%	3%	13%	15%	0%	-0.1%	0%	6.1%	7%	NS5 inhibitors pilot replicate=3.3
O=C(NCCCCCNC(=O)c1cccnc1)c1cccnc1	-1.9%	1%	0%	-8%	4%	1.2%	-3%	2.8%	-1%
Nc1ccc[n+](Cc2ccccn2)c1	-2.6%	5%	10%	-4%	3%	0.3%	4%	1.3%	-1%
Cc1ccc(S(=O)(=O)Nc2c(C)ccc3nsnc23)cc1	2.6%	-5%	-9%	9%	23%	0.1%	7%	0.3%	2%
CCC1(C)CC2(CCCN(CCC(O)(c3ccccc3)c3ccccc3)C2)CCO1 (centres undefined)	-1.9%	6%	3%	13%	10%	1.1%	2%	1.3%	-2%
Cc1cc(Cl)nc(Cl)c1C(=O)N1CCOCC1	-1.0%	-1%	-10%	5%	8%	0.4%	7%	0.3%	-13%
NNc1ccc(Cl)nn1	-1.5%	7%	15%	-10%	26%	0.1%	6%	-0.2%	-2%
O=C(Nc1nc2ccccc2s1)C1CC(=O)N(c2ccc(F)cc2)C1 (centres undefined)	-1.0%	-2%	-3%	-16%	-2%	2.9%	7%	2.6%	23%
O=C(O)c1cccc(NC(=O)c2ccccc2NC(=O)c2ccccc2F)c1	2.0%	-2%	3%	-2%	9%	0.5%	10%	1.3%	2%
O=S(=O)(N/N=C\c1ccc2c(c1)OCO2)c1ccccc1	-0.2%	-2%	-19%	2%	15%	-0.3%	6%	1.7%	-5%
O=C(c1ccco1)N1CCN(C(=O)C2CC2)CC1	0.0%	-1%	12%	8%	6%	0.6%	3%	1.4%	-3%
COc1cccc(C(=O)NCC2CCCN2S(=O)(=O)c2cccs2)c1 (centres undefined)	.	8%	.	.	15%	1.1%[50 µM]	-2%	0.7%	-5%
COc1ccc(CNC(=O)COC(=O)CCCOc2ccc(Cl)cc2Cl)cc1OC	2.1%	-1%	1%	4%	4%	0.2%	13%	1.4%	-8%
CCOC(=O)C1(Cc2ccccc2)CCN(Cc2cccc3c2OCO3)CC1	-1.0%	3%	-2%	10%	-3%	0.9%	2%	-0.1%	-9%
O=C(Oc1ccc(N(Cc2cccs2)C2=NS(=O)(=O)c3ccccc32)cc1)c1ccc(Cl)cc1	2.1%	-3%	11%	-11%	-8%	5.4%	5%	10%	42%
Cc1ccc(C(=O)NC(C)C2CC3CCC2C3)c(C)c1 (centres undefined)	0.1%	9%	-2%	5%	-1%	0.2%	9%	0.8%	-8%
Cc1nn(C(C)C(=O)NCCCc2ccccc2)c(=O)c2cc3occc3n12 (centres undefined)	-3.8%	-2%	4%	11%	3%	2.1%	4%	5.8%	4%
CCOc1ccc(N2C(=O)CC(N3CCOCC3)C2=O)cc1 (centres undefined)	-1.4%	-2%	-11%	0%	69%	-0.2%	6%	-1.2%	-11%
CCOC(=O)c1nnn(-c2nonc2N)c1-c1ccc(OCC)cc1	-1.3%	-12%	0%	1%	6%	-0.5%	-1%	0.4%	12%
COc1ccc(/C=C/C(=O)c2cc3c(cc2N)OCO3)cc1	-0.8%	-2%	3%	15%	4%	0.1%	4%	-2.4%	-2%
CN(C)S(=O)(=O)N1CCC(c2ccc(F)cc2)C(COc2ccc3c(c2)OCO3)C1 (centres undefined)	-1.0%	-4%	-4%	6%	23%	0.2%	11%	?	2%
COCCn1c(SCc2nc3scc(-c4ccc(Cl)cc4)c3c(=O)[nH]2)nnc1-c1cccc(C)c1	4.0%	-3%	-16%	4%	4%	4.8%	9%	10%	2%

Other results.
SMILES	HIV fusion peptide	NS5 inhibitors	GPR35 arrestin U2OS	GPR55 LPI antagonism	Large T inhibition	K1F lysis inhibition	MgcRacGAP inhibition	RSV antiviral HEp-2	Salmonella PhoP GFP	others
O=C(NCCc1nc2ccccc2[nH]1)/C(=C/c1ccco1)NC(=O)c1ccc(Br)cc1	2.7%	-5%	6%	1%	15%	-0.5%	3%	0.7%	-2%
C#CCOCCOCCOCCNc1nc(N2CCN(C(=O)CCCCCCCCCCNC(=O)[C@H](CCCCN)n3cc(CCO)nn3)CC2)nc(N2CCN(C(=O)CCCCCCCCCCNC(=O)[C@H](CCCCN)n3cc(CCCC(=O)O)nn3)CC2)n1	.	0%	.	.	18%	-0.4%	14%	3.4%	-4%
CCCCc1cc(=O)oc2cc(OCC(=O)NCc3ccccn3)c(Cl)cc12	-0.3%	1%	-6%	-4%	6%	0.1%	-15%	1.5%	4%
Cc1cc(NC(=O)c2ccc(Cn3cc([N+](=O)[O-])cn3)o2)no1	-0.2%	-1%	4%	10%	27%	-0.1%	7%	0.3%	1%
CCOC(=O)C(=CNc1ccc(S(N)(=O)=O)cc1)C(=O)OCC	0.3%	-2%	-4%	4%	6%	0.2%	12%	1.5%	-7%
